Screens (PubChem)
DENV2 CPE rescue: protects cells from dengue virus 2 cytopathic effect | DENV2-infected cells, cytopathic effect rescue, plate reader | CPE inhibition, % at 9.99 µM | hit rate 1.7% among 350,000; in the data active = CPE inhibition above about 20%, passing the limit was not always enough; inconclusive = no clear call, values can overlap the other calls; tested in BHK-21 cells;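 note: 0% = median of neutral control wells and 100% = median of positive control wells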
EWS-Fli block: EWS/Fli transcriptional activity inhibition. inhibition, % at 12.6 µM. AID 651661. hit rate 0.67% among 350,000. A673 NR0B1-luciferase reporter, viability-normalised;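 active = mean inhibition of at least 50% after viability correction, with every replicate also passing that limit; inconclusive = mean reaches 50% but only one of two replicates passes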;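 note: firefly luciferase signal divided by Alamar Blue viability fluorescence both relative to DMSO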
ARNT-TACC3 inh: disrupts binding between human ARNT and TACC3; Q9Y6A5; AlphaScreen His-ARNT PAS-B/GST-TACC3 binding, luminescence; TACC3 fragment carries E629A point mutation; inhibition, % at 9.99 µM; hit rate 0.66% among 390,000; AID 623870;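 active = mean inhibition of replicates at least 50% and at least half of replicates each reaching 50%; inconclusive = half or more replicates reach 50% but mean below 50%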;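 note: 0% = complete ARNT plus TACC3 wells and 100% = ARNT alone without TACC3; many hits fall short of the cut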
LGR2 inh: Drosophila LGR2 receptor signaling inhibition; hit rate 0.35% among 380,000; HEK293 LGR2, CRE-luciferase, bursicon-stimulated, 4 h; inhibition, % at 9.99 µM;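 active = drop in luminescence signal, shown as inhibition above about 50% in the replicate tests, limit read from the data, passing the limit was not always enough; inconclusive = probably only some replicates passing the limit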;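 note: agonist challenge used bursicon conditioned medium at about half maximal strength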
Casp6 inh: blocks human caspase-6 cleavage activity. P55212. purified caspase-6, Z-VEID-R110 cleavage fluorescence. inhibition, % at 12.5 µM. hit rate 0.53% among 350,000;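 active = mean inhibition across replicates at least about 35%, with every replicate also reaching that limit, limit read from the data; inconclusive = only one of the two criteria met; inactive = neither criterion met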;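 note: 0% = median of neutral control wells and 100% = no fluorescence left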
Target sequence (P55212 24-179 limits assumed): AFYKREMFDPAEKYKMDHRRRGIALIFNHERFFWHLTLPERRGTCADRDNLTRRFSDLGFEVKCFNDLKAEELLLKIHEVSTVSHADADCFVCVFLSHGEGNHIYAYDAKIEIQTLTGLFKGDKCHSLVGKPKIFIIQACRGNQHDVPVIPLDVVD
Target sequence (P55212 194-293 limits assumed): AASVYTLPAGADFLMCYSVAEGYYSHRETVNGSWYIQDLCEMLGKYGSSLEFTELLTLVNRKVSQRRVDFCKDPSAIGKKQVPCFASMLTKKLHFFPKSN
SIRT5 inh: inhibitors of human sirtuin-5 desuccinylase. Purified SirT5, succinyl-peptide AMC, trypsin-coupled fluorescence. hit rate 1.1% among 330,000. inhibition, % at 15 µM. AID 652115. Q9NXA8; in the data active = inhibition above about 15%; inconclusive = no clear call, values can overlap the other calls
Target sequence (Q9NXA8 whole entry, looked up): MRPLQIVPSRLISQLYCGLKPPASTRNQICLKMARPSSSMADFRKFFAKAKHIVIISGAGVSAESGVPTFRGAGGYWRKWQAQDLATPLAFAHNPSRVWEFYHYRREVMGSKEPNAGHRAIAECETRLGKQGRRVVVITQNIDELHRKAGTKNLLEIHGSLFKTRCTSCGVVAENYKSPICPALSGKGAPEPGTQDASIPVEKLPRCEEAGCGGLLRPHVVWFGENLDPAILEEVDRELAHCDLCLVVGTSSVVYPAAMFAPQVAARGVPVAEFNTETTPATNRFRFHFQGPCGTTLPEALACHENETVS
PAX8 reporter: lowers PAX8-driven luciferase in RMG-I cells | hit rate 1.2% among 360,000 | RMG-I TPO-luciferase reporter, SteadyGlo, 24 h | inhibition, % at 12.6 µM;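 active = mean replicate inhibition at least 60% with every replicate also reaching 60%; inconclusive = only one of the two criteria is met; inactive = mean below 60% and not all replicates reaching 60%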;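 note: luciferase light reporting Pax8 driven TPO promoter activity; plate controls were median of neutral control wells for no effect and mitoxantrone controls for full effect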
Starred values were filed as active, the others as inactive; ? = inconclusive; / = no result given.

Order of results: DENV2 CPE rescue, EWS-Fli block, ARNT-TACC3 inh, LGR2 inh, Casp6 inh, SIRT5 inh, PAX8 reporter
- COc1cccc(-c2cccc(-c3nc(C(=O)NCC(F)(F)F)cc4c3[C@@H](CCO)N([S@](=O)C(C)(C)C)C4)c2)c1
    -5, 11, 7, -11, 3, 4, 15
- CCc1nc2ccc(C(=O)Nc3cc(-c4ccccc4)ccc3OC)cn2c1N(CC)CC(=O)N(C)C
    2, 4, /, -4, -4, /, -11
- CCC(=O)N1[C@H](CO)[C@@H](c2ccccc2)C12CN(C(=O)c1cnccn1)C2
    -4, -3, /, 6, 0, -2, -7
- C[C@@H](NC(=O)[C@@H]1[C@@H](CO)[C@@H]2Cn3c(ccc(-c4ccncc4)c3=O)[C@H]1N2C)c1ccccc1
    -1, -2, -15, 6, 0, -2, 1
- C[C@H]1CN([C@@H](C)CO)C(=O)Cc2cc(NC(=O)Nc3ccc(F)cc3)ccc2O[C@@H]1CN(C)Cc1ccc(C(=O)Nc2ccccc2N)cc1
    0, 6, /, 1, -3, /, 5
- COCc1cn(CC[C@H]2CC[C@H](NC(=O)Nc3ccc(Cl)cc3)[C@@H](CO)O2)nn1
    10, 2, -8, 26, -2, -8, -9
- CCOc1ccccc1OCCCC(=O)Nc1cccc(S(=O)(=O)N2CCOCC2)c1
    -6, 9, -28, -1, -2, -12, 2
- COc1ccc(-c2cnc3c(c2)C(=O)N([C@@H](C)CO)C[C@@H](C)[C@@H](CN(C)C(=O)Cc2ccncc2)O3)cc1
    7, -5, 0, 7, 1, -3, 3
- Cc1ccccc1-n1nc(C)c(N=O)c1N
    -3, 9, 0, /, -1, -1, 3
- Cc1ccc(C(=O)OCC(=O)Nc2cc(S(C)(=O)=O)ccc2Cl)cc1S(=O)(=O)N1CCCCC1
    -8, 3, -3, -6, -8, 0, -7
- FC(F)(F)COc1ccc(-n2ccnc2)nn1
    /, 4, -10, 16, 0, -4, -6
- C[C@@H]1CN([C@H](C)CO)C(=O)c2cc(NC(=O)Nc3ccc4c(c3)OCO4)ccc2O[C@@H]1CN(C)C(=O)Nc1ccc(F)cc1
    -1, -14, 14, 2, /, /, 12
- Cc1cc(C(=O)NCC(c2cccs2)N2CCOCC2)ccc1[N+](=O)[O-] (stereo unspecified)
    -2, 4, 3, -19, 0, -1, 29
- CNC[C@H]1Oc2ccc(NC(=O)Nc3c(C)noc3C)cc2CC(=O)N([C@H](C)CO)C[C@@H]1C
    -9, -9, -6, 8, 4, 1, -14
- CCCCOc1ccc(C(=O)Oc2cc(C)[nH]c(=O)c2[N+](=O)[O-])cc1
    8, /, 46*, 0, 3, -1, -8
- COc1ccc(-c2ccc3c(n2)CCCN3S(=O)(=O)c2c(C)noc2C)cc1
    14, 4, /, -6, -2, /, 1
- N#C[C@@H]1[C@H](c2ccccc2C2=CCCCC2)[C@H](CO)N1S(=O)(=O)c1cccc(F)c1
    -6, -11, /, 13, 0, -1, /
- CC(=O)Nc1nc2c(F)cccc2s1
    -10, -4, -2, -6, 1, 0, -1
- O=C(C[C@H]1C[C@H]2c3cc(NC(=O)c4ccc5c(c4)OCO5)ccc3O[C@H]2[C@H](CO)O1)NCc1ccc(Cl)cc1
    9, 1, -13, 0, -3, 0, 24
- O=C(Nc1ccncc1)c1cc(S(=O)(=O)N2CCCC2)ccc1Cl
    9, 15, -4, -7, 3, 0, -23
- O=C(COC(=O)CCc1ccc(S(=O)(=O)N2CCOCC2)cc1)Nc1cccc(Cl)c1
    -3, 12, -6, -3, -7, 0, 4
- CC(=O)N(Cc1nc2sc(C)c(C)c2c(=O)[nH]1)C1CCCC1
    -2, -3, -14, -7, 5, -3, 18
- CNC[C@H]1OCCCC[C@H](C)Oc2ccc(NS(=O)(=O)c3c(C)noc3C)cc2C(=O)N([C@H](C)CO)C[C@H]1C
    -9, -84, -11, 8, /, /, -17
- Cc1nnc(NC(=O)c2ccc(S(=O)(=O)N3CC(C)CC(C)C3)cc2)o1 (stereo unspecified)
    -3, 18, 22, 6, -1, -3, 13
- Cc1c(C(=O)O)sc2nc(SCC(=O)Nc3ccc(S(=O)(=O)NC(C)(C)C)cc3)[nH]c(=O)c12
    0, 0, -2, -1, -1, 2, 18
- COCC(=O)Nc1ccc2c(c1)C(=O)N(C)[C@@H]1CC[C@@H](CC(=O)NCc3ccccc3F)O[C@H]1CO2
    -4, 3, /, 10, -1, -2, 1
- O=C(CNC1CCCCC1)NCC1(c2ccccc2)CCCC1
    1, 1, -11, -3, 2, -1, -73
- COc1ccc(NC(=O)CN2CCN(C(=O)N3CCOCC3)CC2)cc1
    1, -14, -13, -12, -1, -2, 15
- Cc1cc(-c2nnc(CCC(=O)NC(C)c3cccc4ccccc34)o2)no1 (stereo unspecified)
    -2, -17, 1, -6, -1, -2, -26
- CCc1ccc(C(O)(CC(C)C)C(CN2CCOCC2)c2ccccc2)cc1 (stereo unspecified)
    3, 30, -38, 21, -1, -10, 5
- CSCC[C@H](NC(=O)[C@H]1CC[C@H](CNC(=O)[C@@H](N)Cc2ccccc2)CC1)C(=O)O
    -6, -5, -7, 8, 18, -4, -7
- CC(C)CC#Cc1cnc2c(c1)C(=O)N([C@H](C)CO)C[C@H](C)[C@@H](CN(C)C(=O)c1cccc(F)c1)O2
    /, -10, /, -10, /, /, -4
- COc1cc(S(=O)(=O)Nc2c(C)nn(C)c2C)ccc1NC(C)=O
    ?, -7, 3, 10, 2, -2, 3
- Cc1cccnc1CN1CCN(C(=O)CCc2nnc(CCc3ccccc3)o2)CC1
    -2, -30, -2, -12, -1, -6, -36
- COc1ccccc1C(=O)Nc1cc2cc(Br)ccc2oc1=O
    /, /, -19, -11, 0, 0, /
- COc1ccnc(Oc2ccc(F)cc2)c1C#N
    4, -21, /, -9, 2, -3, -29
- C/C=C(\C)C(=O)NCCN1C2=NC[C@H](C(C)C)N2C[C@H]1Cc1ccc(O)cc1
    -2, -5, -19, -12, -2, -1, 4
- C[C@@H]1CCCCO[C@H](CN(C)C(=O)C2CCCCC2)[C@@H](C)CN([C@@H](C)CO)C(=O)c2cc(NC(=O)Nc3ccc(F)cc3)ccc2O1
    47*, 14, -4, 0, 4, 6, 104*
- CCN1CCCC(OC(=O)C(c2ccccc2)c2ccccc2)C1 (stereo unspecified)
    6, 2, -2, /, 3, -2, -8
- CC(=O)Nc1ccc(C=NNc2ccc(S(=O)(=O)Nc3ccccc3C(=O)O)cc2[N+](=O)[O-])cc1
    4, -2, 13, -4, 25, 17*, 8

Rewritten as a markdown table: twelve of the compounds above.
| compound | DENV2 CPE rescue | EWS-Fli block | ARNT-TACC3 inh | LGR2 inh | Casp6 inh | SIRT5 inh | PAX8 reporter |
| --- | --- | --- | --- | --- | --- | --- | --- |
| Cc1cc(-c2nnc(CCC(=O)NC(C)c3cccc4ccccc34)o2)no1 (stereo unspecified) | -2 | -17 | 1 | -6 | -1 | -2 | -26 |
| CCc1ccc(C(O)(CC(C)C)C(CN2CCOCC2)c2ccccc2)cc1 (stereo unspecified) | 3 | 30 | -38 | 21 | -1 | -10 | 5 |
| CSCC[C@H](NC(=O)[C@H]1CC[C@H](CNC(=O)[C@@H](N)Cc2ccccc2)CC1)C(=O)O | -6 | -5 | -7 | 8 | 18 | -4 | -7 |
| CC(C)CC#Cc1cnc2c(c1)C(=O)N([C@H](C)CO)C[C@H](C)[C@@H](CN(C)C(=O)c1cccc(F)c1)O2 | / | -10 | / | -10 | / | / | -4 |
| COc1cc(S(=O)(=O)Nc2c(C)nn(C)c2C)ccc1NC(C)=O | ? | -7 | 3 | 10 | 2 | -2 | 3 |
| Cc1cccnc1CN1CCN(C(=O)CCc2nnc(CCc3ccccc3)o2)CC1 | -2 | -30 | -2 | -12 | -1 | -6 | -36 |
| COc1ccccc1C(=O)Nc1cc2cc(Br)ccc2oc1=O | / | / | -19 | -11 | 0 | 0 | / |
| COc1ccnc(Oc2ccc(F)cc2)c1C#N | 4 | -21 | / | -9 | 2 | -3 | -29 |
| C/C=C(\C)C(=O)NCCN1C2=NC[C@H](C(C)C)N2C[C@H]1Cc1ccc(O)cc1 | -2 | -5 | -19 | -12 | -2 | -1 | 4 |
| C[C@@H]1CCCCO[C@H](CN(C)C(=O)C2CCCCC2)[C@@H](C)CN([C@@H](C)CO)C(=O)c2cc(NC(=O)Nc3ccc(F)cc3)ccc2O1 | 47* | 14 | -4 | 0 | 4 | 6 | 104* |
| CCN1CCCC(OC(=O)C(c2ccccc2)c2ccccc2)C1 (stereo unspecified) | 6 | 2 | -2 | / | 3 | -2 | -8 |
| CC(=O)Nc1ccc(C=NNc2ccc(S(=O)(=O)Nc3ccccc3C(=O)O)cc2[N+](=O)[O-])cc1 | 4 | -2 | 13 | -4 | 25 | 17* | 8 |

Next compounds:
Order of results: DENV2 CPE rescue, EWS-Fli block, ARNT-TACC3 inh, LGR2 inh, Casp6 inh, SIRT5 inh, PAX8 reporter
- CCC(C(=O)NCCc1ccc(OC)cc1OC)n1nc(C)n2c(cc3occc32)c1=O (stereo unspecified)
    1, /, -4, -7, 1, 1, -5
- COc1cccc(S(=O)(=O)N(C)C[C@@H]2Oc3ncc(-c4cccc(C(=O)N(C)C)c4)cc3C(=O)N([C@@H](C)CO)C[C@H]2C)c1
    -6, -8, -8, 17, 0, -2, /
- COc1cc(C(=O)NCc2cccnc2)ccc1OCC(=O)Nc1cccc(C(F)(F)F)c1
    -4, 16, /, 1, -1, 1, 17
- COc1ccccc1C=NN1CCCCCC1
    -1, -15, /, 1, -3, /, 18
- O=C(NC1CCCC1)C(c1ccc(F)cc1)N(Cc1ccc(F)cc1)C(=O)CCl (stereo unspecified)
    -1, 5, -6, -1, -3, -5, 18
- Cc1ccc(C(=O)OCc2cc(=O)n3c(C)csc3n2)s1
    -4, -8, 5, -16, 5, -4, -16
- COc1cccc(NC(=O)N[C@H]2C=C[C@@H](CC(=O)N3CCCCC3)O[C@@H]2CO)c1
    ?, -6, -8, 12, 0, 6, -3
- Fc1ccc(NC(=S)N/N=C/c2ccc(F)c(F)c2)cc1
    -3, -7, 0, -96, 4, -2, -1
- COc1ccc(S(=O)(=O)N(C)C[C@H]2Oc3cc(-c4cccc(F)c4)ccc3S(=O)(=O)N([C@H](C)CO)C[C@H]2C)cc1
    -1, 20, -3, 21, 0, -1, 45
- O=C(COC(=O)Cc1cccc(C(F)(F)F)c1)NCC1CCCO1 (stereo unspecified)
    ?, 11, -34, 5, 1, 4, /
- COCCN1C(=O)CN(S(C)(=O)=O)CC1(C)C(=O)Nc1ccc2c(c1)OCCO2 (stereo unspecified)
    33*, -7, /, 2, 0, 0, 1
- c1ccc2nc(-c3ccc4c(c3)OCO4)ccc2c1
    -1, -44, 11, 18, -4, 1, /
- O=C(COC(=O)CCc1ccccc1)NC1CCS(=O)(=O)C1 (stereo unspecified)
    -8, 5, -2, -20, 4, -4, 56
- CC(C)C(=O)N1CCN(c2ccccc2NC(=O)c2cccc3ccccc23)CC1
    0, 5, -2, 13, 60*, 7, 7
- CC(C)C#Cc1ccc2c(c1)O[C@H](CN(C)C(=O)CC1CC1)[C@@H](C)CN([C@H](C)CO)S2(=O)=O
    0, -8, 2, -1, 5, 2, 7
- COc1ccccc1CN(C)C[C@@H]1OCc2ccccc2-c2c(n(C)c3ccccc23)C(=O)N([C@H](C)CO)C[C@@H]1C
    ?, -1, /, -17, 1, 0, 2
- COC(=O)CCC(=O)NC(=S)Nc1c(C)cccc1C
    3, 8, 0, -2, 0, -9, 44
- Cc1ccc2sc(N(CCN(C)C)C(=O)/C=C/c3cccs3)nc2c1C
    -1, 2, 18, 9, -2, 2, 11
- COC(=O)c1cccc(C(=O)N2CCC(CCC(=O)NCc3ccc(F)cc3)CC2)c1
    ?, -3, 3, 4, 2, -2, -3
- CC(=O)Nc1ccc(NC(=O)C(C)OC(=O)C2CCN(S(=O)(=O)c3ccc4c(c3)OCCO4)CC2)cc1 (stereo unspecified)
    3, -4, -34, 2, -4, -2, 9
- O=C(O)C1=NN(c2ccccc2)C(=O)C1
    -1, 4, -1, -6, 18, 1, 5
